From PubChem BioAssay
S2 tox = reduces viability in counter-screen for ATXN expression inhibitors | S2 cells (HEK-293 line with an ATXN2-luciferase reporter) viability, CellTiter-Fluor protease fluorescence, 24 h | Potency, µM (titrated, usually from 56.7 µM), hits mostly cytotoxic | 400,000 compounds, 0.49% hits | AID 651635; note: potency is the fitted concentration of half-maximal effect; nearly all actives have a fitted effect of over 40% in size
HepG2 tox = HepG2 cytotoxicity, counter-screen for TGF-b inhibitors; 410,000 compounds, 0.76% hits; HepG2 CAGA-GFP viability, ATP luminescence, 18 h; Potency, µM (doses to about 46.1 µM), without a hit: at the highest dose activity change, negative = cytotoxicity, actives largely listed as cytotoxic; note: potency is the fitted concentration of half-maximal effect; some results filed as inactive show a strong effect at the top dose
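HepG2 CAGA-GFP cells (1000/well, DMEM with 1% FBS) received compound, then TGF-beta at 500 pg/mL final, and were incubated 18 hours at 37 degrees C. Viability was read by CellTiter-Glo luminescence. Media-only wells were set as complete cell-killing and DMSO as no toxicity.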
pAkt inh = Akt phosphorylation inhibition. activity change, % for hits at 50 µM. 360,000 compounds, 0.32% hits. Neuro2A IGF-stimulated pAkt S473 HTRF, 20 min; hits give low values; in the data active = activity change below about -80%; inconclusive = mostly about -51% to -80%; note: % is set by controls: 0 for no effect and ±100 for the full control effect
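Single-point screen (50 µM final compound) in Neuro2A cells stimulated 20 min with 6 nM IGF at 37 deg C. After lysis, Ser473-phosphorylated Akt read by HTRF (ex 330 nm, em 615/665 nm) as the 665/615 ratio.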
A549 tox = kills or reduces viability of A549 cells in Nrf2 counter-screen. Potency, µM (titrated, usually from 46 µM), without a hit: top-dose activity change, negative = cytotoxicity, actives largely listed as inhibitors. 390,000 compounds, 0.16% hits. A549 ARE-Fluc cells, CellTiter-Fluor viability, 18-24 h; note: potency is the fitted concentration of half-maximal effect; % is set by controls: 0 for no effect and ±100 for the full control effect
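Cytotoxicity counterscreen: CellTiter-Fluor fluorescence was measured in A549 ARE_Fluc cells after 18-24 h of compound exposure in a concentration series. The subsequent BugLite luminescent read reports ARE-luciferase activity.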
CCT modulator = cytosolic chaperonin activity modulation. purified chaperonin ATPase assay, HTRF ADP detection, 30 min. activity change, % (test concentration not listed), hits read low. 360,000 compounds, 0.3% hits; in the data active = activity change below about -30%; note: % is set by controls: 0 for no effect and ±100 for the full control effect
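Enzyme 40 or 20 nM (batch-dependent) in Tris pH 7.4/KCl/MgCl2/DTT; cpd 76 uM single point; ATP 10 uM; 30 min 37 °C; Transcreener ADP HTRF detection, 30 min RT; ratio 665/615.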
TGFb SMAD3 inh = blocks TGF-b signaling. HepG2 CAGA-GFP TGF-b/SMAD3 reporter, GFP fluorescence, 18 h; TGF-beta stimulated, 500 pg/mL final. Potency, µM (doses to about 46.1 µM), inactives show at the highest dose activity, negative = inhibition, most hits filed as inhibitors. 410,000 compounds, 1.2% hits; note: potency is the fitted concentration of half-maximal effect; % is set by controls: 0 for no effect and ±100 for the full control effect; nearly all actives have a fitted effect of over 65% in size
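Smad-responsive CAGA-GFP expression was quantified in HEPG2 cells exposed to compounds and 500 pg/mL final TGF-beta for 18 h at 37 degrees C; unstimulated wells defined full inhibition.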
Nrf2 activator = activates Nrf2 signaling | 410,000 compounds, 0.31% hits | Potency, µM (top dose mostly 46.1 µM), for inactives: at the top dose activation, actives largely listed as activators | AREc32 ARE-luciferase reporter (MCF7-derived line), luminescence, 24 h; note: potency is the fitted concentration of half-maximal effect; % of control where 0% means no effect; nearly all actives have a fitted effect of over 65% in size
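Luciferase luminescence (Steady-Glo, 30 min at room temperature) served as the read-out of ARE activation in AREc32 cells treated with compounds for 24 hr at 37 deg C.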
Nrf2 inh = Nrf2 pathway inhibition; 360,000 compounds, 2.1% hits; Potency, µM (highest dose often 46 µM), for inactives: top-dose activity change, negative = inhibition, usual class: inhibitors; A549 ARE-Fluc reporter, luciferase luminescence, 18-24 h; note: potency is the fitted concentration of half-maximal effect; % is set by controls: 0 for no effect and ±100 for the full control effect; nearly all actives have a fitted effect of over 60% in size
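Quantitative HTS in A549 cells stably bearing an antioxidant response element-firefly luciferase construct. Inhibition of Nrf2-driven transcription was scored by luminescence after 18-24 h of compound exposure at 37 °C.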
Mm-Cpn inhibitor = M. maripaludis TRiC chaperonin inhibition | 330,000 compounds, 0.031% hits | Potency, µM (series often up to 76.9 µM), without a hit: at the top dose activity, negative = inhibition, hits mostly inhibitors | purified Mm-Cpn ATPase, ADP Transcreener TR-FRET; note: potency is the fitted concentration of half-maximal effect; % is set by controls: 0 for no effect and ±100 for the full control effect; nearly all actives have a fitted effect of over 80% in size
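ATP (10 uM final) was added to archaeal chaperonin (25 nM final) after 10 min exposure to test compound at 37°C; after 30 min further incubation, ADP was detected by competitive TR-FRET.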
* hit, by the source's call; i = inactive; ? = inconclusive; . = not tested or not shown; [ ] = dose if it differs, or a comment. Unless noted, calls come from the whole dose curve; as a rule, active = well fitted curve in the direction sought with a large enough effect; inconclusive = small, poorly fitted or top-dose-only effect, or another doubt; inactive = no such curve, though single readings can be large; an effect the other way counts as inactive or inconclusive. Rows are unselected; overall some 4.4% were active at least once.

SMILES	S2 tox	HepG2 tox	pAkt inh	A549 tox	CCT modulator	TGFb SMAD3 inh	Nrf2 activator	Nrf2 inh	Mm-Cpn inhibitor
COc1ccc(/C=N/Nc2ccc(C(=O)O)cc2)c(OC)c1OC	i	-5%	i	0%	-1.6	0%	-0.3%	?	-7%
O=c1[nH]c(=O)n(Cc2ccco2)c2c1C(C(F)(F)F)(C(F)(F)F)N=C(c1ccc(F)cc1)N2	?	-29%	i	-29%	-0.9	?	-0.2%	4.1µM*	-2%
O=C(CCc1nc2ccccc2[nH]1)N1CCN(C(=O)c2ccco2)CC1	i	4%	i	4%	1.6	-24%	-0.2%	4%	0%
O=C(NCCCN1CCOCC1)c1ccc(Sc2ccc(Br)cc2)c([N+](=O)[O-])c1	i	-7%	i	-8%	1.2	-11%	-1.0%	11%	1%
O=C(NCc1ccccc1Cl)c1ccc2c(c1)SC1=NS(=O)(=O)CCN12	i	9%	i	8%	1.0	3%	3.7%	-2%	0%
Cc1ccc(CNC(=O)CCNS(=O)(=O)c2ccc3c(c2)c(=O)n(C)c(=O)n3C)cc1	i	-12%	i	12%	-3.6	-6%	0.0%	-7%	0%
COc1ccc(CCn2c3c(c(=O)[nH]c2=O)C(NC(=O)c2ccc(C(C)(C)C)cc2)(C(F)(F)F)C(=O)N3)cc1OC (stereo not drawn)	i	16%	.	5%	.	-1%	-0.5%	-1%	.
O=C(CSc1ncnc2nc[nH]c12)NCCc1ccccc1	i	0%	i	-8%	-2.3	0%	-0.5%	-3%	0%
O=C(CSc1n[nH]c(-c2ccccc2O)n1)NC1CCCCC1	i	-15%	i	8%	-2.3	-23%	2.7%	4%	0%
O=C(CCN1C(=O)S/C(=C\c2ccc(Cl)cc2)C1=O)Nc1ccc(C(=O)O)cc1	i	3%	i	-4%	-0.9	-4%	-0.3%	10%	-5%
COc1ccc(C2c3ccc4ccccc4c3Oc3ncn(Cc4ccco4)c(=N)c32)cc1OC (stereo not drawn)	i	12%	i	?	0.7	2%	0.5%	4%	-6%
COc1ccccc1C(=O)NC(=O)Cn1nc(C)c([N+](=O)[O-])c1C	i	0%	i	8%	3.9	-1%	0.2%	-1%	-3%
Cc1cc(C(=O)NC(C)c2ccncc2)no1 (stereo not drawn)	i	-6%	i	-3%	-2.1	1%	-0.7%	3%	1%
O=C(COc1ccccc1[N+](=O)[O-])NCCCN1CCCC1=O	i	-5%	i	2%	-1.1	5%	-0.5%	1%	-2%
N#CCCn1cc(/C=C2\NC(=S)N(c3ccccc3)C2=O)c(-c2ccc(F)cc2)n1	?	-12%	i	?	-1.7	-25%	2.3%	?	1%
Cc1nn(-c2ccccc2)c(C)c1NC(=O)COC(=O)[C@@H](NC(=O)c1ccccc1)C(C)C	i	-18%	i	9%	1.8	-2%	0.1%	-16%	2%
CCOc1cc(/C=N/NC(=O)C(=O)NC)cc(Br)c1O	?	1%	i	-1%	1.1	-11%	0.7%	8%	-1%
Cc1ccsc1/C=N/N1CCN(c2ccccc2)CC1	i	-13%	i	8%	-0.3	-4%	7.8%	.	1%
CC(C)N(C(=O)COC(=O)c1ccc(Cl)nc1)C(C)C	i	-11%	i	8%	-1.5	-3%	0.1%	8%	-1%
O=S(=O)(Nc1nccs1)c1ccc(NCc2cc(Br)cc(Br)c2O)cc1	i	-14%	i	0%	3.3	?	0.1%	3%	2%
Cc1ccc(C)c(OCCC(=O)OC(C)C(=O)Nc2c(C)n(C)n(-c3ccccc3)c2=O)c1 (stereo not drawn)	i	0%	i	-5%	1.5	-4%	0.3%	-1%	-3%
O=c1ccc(-c2ccc(S(=O)(=O)Nc3ccc(F)cc3)s2)n[nH]1	i	-2%	i	-8%	0.6	2%	-0.6%	-4%	2%
CCCCC(=O)Nc1ccc(OCc2cc(=O)n3c(C)csc3n2)cc1	i	5%	.	-6%	.	-10%	0.3%	-14%	.
CN(C(=O)CSc1nnc(COc2ccccc2F)n1N)C1CCCCC1	i	2%	i	0%	1.2	-18%	-0.9%	1%	0%

Compounds from the list above that contain two or more sulfur atoms (3):
SMILES	S2 tox	HepG2 tox	pAkt inh	A549 tox	CCT modulator	TGFb SMAD3 inh	Nrf2 activator	Nrf2 inh	Mm-Cpn inhibitor
O=C(NCc1ccccc1Cl)c1ccc2c(c1)SC1=NS(=O)(=O)CCN12	i	9%	i	8%	1.0	3%	3.7%	-2%	0%
O=S(=O)(Nc1nccs1)c1ccc(NCc2cc(Br)cc(Br)c2O)cc1	i	-14%	i	0%	3.3	?	0.1%	3%	2%
O=c1ccc(-c2ccc(S(=O)(=O)Nc3ccc(F)cc3)s2)n[nH]1	i	-2%	i	-8%	0.6	2%	-0.6%	-4%	2%

(continued)
SMILES	S2 tox	HepG2 tox	pAkt inh	A549 tox	CCT modulator	TGFb SMAD3 inh	Nrf2 activator	Nrf2 inh	Mm-Cpn inhibitor
Cc1ccc(NC(=O)CC2SCCNC2=O)cc1Cl (stereo not drawn)	i	-16%	i	-6%	-1.2	31%[activator]	-0.1%	?	-1%
CCOC(=O)c1[nH]c2ccc(OC)cc2c1NC(=O)CCN1CCc2ccccc2C1	i	-25%	i	1%	0.5	-14%	4.8%	.	-5%
O=C(O)C1=C[C@@H](c2ccccc2)C[C@@H](OCc2ccc(CO)cc2)O1	i	9%	i	-2%	-1.9	0%	-0.9%	2%	.
CCCCCC(=O)Nc1ccc(-c2nnc3n2CCCCC3)cc1	i	4%	i	-2%	-0.2	-3%	-0.3%	-14%	1%
Cc1cc(NC(=O)CSCC(=O)Nc2ccccc2OC(F)F)no1	i	2%	i	1%	-3.0	-25%	-0.9%	0%	-2%
COc1ccc(CN(Cc2cccn2C)S(=O)(=O)c2cccc(C(F)(F)F)c2)cc1	i	-20%	i	0%	0.0	14%	3.4%	-4%	0%
COc1ccc(OC)c(-c2csc(N(Cc3ccco3)C(=O)c3cccs3)n2)c1	i	-6%	i	-4%	-3.3	17%	-0.6%	-11%	-2%
CCOC(=O)Cc1cc(=O)n2[nH]cc(-c3ccc(Cl)cc3)c2n1	i	-28%	i	-7%	1.3	3%	0.3%	.	0%
CC(C)CNC(=O)CSc1nnc(CN2CCCCCC2=O)n1-c1ccccn1	i	-4%	i	1%	-0.2	-20%	1.4%	-7%	0%
O=C(Nc1ccccc1)Nc1ccccc1C(=O)NCc1ccccc1	i	-20%	i	-4%	-0.1	22%	-0.4%	?	1%
CCOC(=O)C1CCN(C(=O)c2ccc(Cl)c(NC3=NC4CS(=O)(=O)CC4S3)c2)CC1 (stereo not drawn)	i	0%	i	0%	0.0	0%	-0.2%	7%	-3%
Cn1c(CNC(=O)CNC(=O)Cc2ccc(Cl)cc2)cc(=O)n(C)c1=O	i	8%	i	-1%	-0.4	10%	-0.2%	17%	1%
N/C(=N\OC(=O)c1ccc(=O)n(Cc2ccccc2)c1)c1ccccn1	i	-14%	i	-13%	1.8	0%	10%	?	-1%
Cn1c(SCC(=O)NCc2cccs2)nnc1-c1cccs1	i	-32%	i	-3%	-2.0	2%	0.2%	-5%	.
CCOc1ccc(N2C(=O)C3C(c4ccccc4)=NN(c4ccccc4)C3C2=O)cc1 (stereo not drawn)	i	-33%	i	10%	-4.2	0%	2.0%	9%	0%
CCN(CC)C(=O)Cn1c(=O)n(CCCCCC(=O)NCc2ccc(C)cc2)c(=O)c2sccc21	i	0%	.	1%	.	14%	-0.8%	12%	.
Cc1ccc(S(=O)(=O)c2nnn3c2nc(N2CCOCC2)c2sccc23)cc1C	.	-1%	.	0%	.	16%	0.2%	?	.
O=C1C(C=NC2CC2)=C(O)c2ccccc21	i	2%	.	-4%	-1.7	4%	15%	?	2%
CCC(CC)NC(=O)COc1ccc(OC)cc1C=O	i	-15%	i	3%	-3.2	-26%	0.5%	-2%	-1%
CN(C(=O)c1ccccc1C(=O)OCC(=O)NCc1cccs1)C1CCCCC1	i	1%	i	1%	0.8	-16%	-0.8%	-21%	-3%
CCOc1ccc(/C=N/NC(=O)c2nnn(-c3nonc3N)c2CN2CCC(C)CC2)cc1	i	-15%	i	0%	-3.1	2%	-0.3%	?	0%
CCc1ccc2c(COn3nnc4ccc(S(=O)(=O)N(C)C)cc43)cc(=O)oc2c1	?	2%	i	0%	-3.5	9%	1.8%	.	0%
CCN(CC)c1ccc(C(NC(C)=O)NC(C)=O)cc1	i	-3%	i	6%	-2.6	7%	-0.2%	.	3%
CC(C)Cn1c(SCC(=O)NCc2ccc(Cl)cc2)nnc1-c1cccc(S(=O)(=O)N2CCOCC2)c1	i	-33%	i	15%	-0.2	?	0.0%	?	0%
CCCCCn1c(CN(C)Cc2ccccc2)nc2c1c(=O)n(C)c(=O)n2C	i	-31%	i	-20%	0.2	-9%	0.0%	18µM*	2%
COc1cc2c(cc1NC(=O)COC(=O)c1ccc(C(C)(C)C)cc1)oc1ccccc12	i	7%	i	5%	2.5	-1%	0.9%	12%	-2%
COc1ccc(N2CCN(S(=O)(=O)c3c(C)nc4sc(C)cn4c3=O)CC2)cc1	.	5%	.	-1%	.	18%	0.6%	-2%	.
Cc1oc2ccc(OC(=O)COc3c(F)c(F)c(F)c(F)c3F)cc2c1C(=O)OC(C)C	i	-13%	i	5%	-3.9	-7%	0.3%	-2%	0%
CCOC(=O)C1=C(C)Nc2ncnn2C1c1c[nH]c2ccccc12 (stereo not drawn)	i	6%	.	-5%	0.4	?	0.2%	-18%	-2%
CC(C)c1cc(C(=O)O)c2ccccc2n1	i	0%	i	1%	-2.1	-9%	0.5%	4%	1%

Two neighbouring compounds from above, for reference:
SMILES	S2 tox	HepG2 tox	pAkt inh	A549 tox	CCT modulator	TGFb SMAD3 inh	Nrf2 activator	Nrf2 inh	Mm-Cpn inhibitor
CCOC(=O)C1=C(C)Nc2ncnn2C1c1c[nH]c2ccccc12 (stereo not drawn)	i	6%	.	-5%	0.4	?	0.2%	-18%	-2%
CC(C)c1cc(C(=O)O)c2ccccc2n1	i	0%	i	1%	-2.1	-9%	0.5%	4%	1%
